RGS4-Gao reg: human RGS4-Galphao interaction regulation; Multiplexed bead flow cytometry, RGS4-Galphao binding; actives lie on both sides; binding response (% of control), % at 10 µM; hit rate 0.33% among 220,000; in the data active = binding response below about 49% or above about 150%; inactive = in between;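 note: fluorescent Galphao activated with aluminum fluoride binding bead-coupled RGS4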
Target sequence (P09471 whole entry, looked up): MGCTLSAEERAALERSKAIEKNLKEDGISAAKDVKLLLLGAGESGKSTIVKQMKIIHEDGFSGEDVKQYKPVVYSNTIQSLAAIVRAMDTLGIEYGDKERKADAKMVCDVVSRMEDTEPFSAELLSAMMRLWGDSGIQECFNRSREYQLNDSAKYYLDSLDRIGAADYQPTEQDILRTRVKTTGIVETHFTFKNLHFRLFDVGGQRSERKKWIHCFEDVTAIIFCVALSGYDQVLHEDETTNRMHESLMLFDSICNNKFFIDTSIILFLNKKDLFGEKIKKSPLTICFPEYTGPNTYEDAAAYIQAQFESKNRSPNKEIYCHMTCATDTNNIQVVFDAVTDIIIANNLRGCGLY
Avidin bead fluor: compound fluoresces at 488/530 nm on avidin beads. compound fluorescence 488/530 nm, flow cytometry; stronger effect = higher value. fluorescence (KMESF) at 10 µM. hit rate 0.38% among 220,000; in the data active = fluorescence above about 47; note: inactives centre near 10
Bim-Bcl-W: inhibitors of Bim-Bcl-W interaction, human; AID 952; Q92843; inhibition, % at 10 µM; bead-based flow cytometry, Bim peptide-Bcl-W binding; hit rate 0.02% among 190,000;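 note: 0% = bound tracer without compound and 100% = peptide blocker; higher means less fluorescent Bim peptide bound to Bcl-W beads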
Target sequence (Q92843 whole entry, looked up): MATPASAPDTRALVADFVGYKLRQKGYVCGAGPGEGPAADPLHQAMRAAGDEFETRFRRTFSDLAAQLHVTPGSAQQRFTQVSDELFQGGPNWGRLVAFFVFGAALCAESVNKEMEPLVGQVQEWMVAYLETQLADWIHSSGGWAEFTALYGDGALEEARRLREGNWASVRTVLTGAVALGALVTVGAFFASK
ABCB1 inh: blocks JC-1 efflux by human ABCB1 transporter; inhibition, % at 6.6 µM; CCRF-Adr cells, flow cytometry; P08183; AID 1326; hit rate 0.067% among 190,000; in the data active = inhibition above about 40%;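 note: 0% = vehicle and 100% = reference inhibitor; higher value means more JC-1 retained so stronger ABCB1 efflux block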
Bfl-1 Bim block: human Bim-Bfl-1 interaction inhibition. Q16548. Bead-based flow cytometry, Bim-Bfl-1 binding inhibition. inhibition, % at 10 µM. hit rate 0.12% among 190,000. AID 1008;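 note: 0% = wells without compound plus tracer and 100% = blocker peptide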
ABCG2 block: human ABCG2 inhibition, ABCB1 as counter-screen. hit rate 0.1% among 190,000. Q9UNQ0. inhibition, % at 6.6 µM. IgMXP3 cells, JC-1 efflux, flow cytometry;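 active = inhibition above 80%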;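 note: 0% = DMSO and 100% = nicardipine control wells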
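Test system: IgMXP3 (ABCG2) plus far-red-tagged CCRF-Adr (ABCB1) cells. Reagent: JC-1 dye as substrate. Timing: 10 min exposure at 25 °C with rotation, no wash. Measured by: flow cytometric JC-1 green MFI at 530 nm. Read-out: percent efflux inhibition, scaled nicardipine 100% to DMSO 0%. Control set: nicardipine and DMSO wells.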
Bim-Bcl-B: disrupts Bim peptide binding to human Bcl-B | Q9HD36 | bead-based flow cytometry | inhibition, % at 10 µM | hit rate 0.073% among 190,000 | AID 951;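 note: 0% = tracer peptide without compound and 100% = reference inhibitor peptide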
Target sequence (Q9HD36 whole entry, looked up): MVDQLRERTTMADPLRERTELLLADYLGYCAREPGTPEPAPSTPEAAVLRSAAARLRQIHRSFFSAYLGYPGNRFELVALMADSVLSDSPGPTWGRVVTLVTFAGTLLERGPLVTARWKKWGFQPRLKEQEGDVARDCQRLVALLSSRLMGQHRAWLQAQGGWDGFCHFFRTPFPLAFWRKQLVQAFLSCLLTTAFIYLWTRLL
Bim-Bcl-2: human Bim-Bcl-2 interaction inhibition; P10415; Bead-based flow cytometry, Bim peptide-Bcl-2 binding; inhibition, % at 10 µM; hit rate 0.06% among 190,000; AID 950; in the data active = inhibition above about 40%; inconclusive = no clear call, values can overlap the other calls;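 note: 0% = no compound wells with probe peptide and 100% = reference peptide inhibitor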
Target sequence (P10415 whole entry, looked up): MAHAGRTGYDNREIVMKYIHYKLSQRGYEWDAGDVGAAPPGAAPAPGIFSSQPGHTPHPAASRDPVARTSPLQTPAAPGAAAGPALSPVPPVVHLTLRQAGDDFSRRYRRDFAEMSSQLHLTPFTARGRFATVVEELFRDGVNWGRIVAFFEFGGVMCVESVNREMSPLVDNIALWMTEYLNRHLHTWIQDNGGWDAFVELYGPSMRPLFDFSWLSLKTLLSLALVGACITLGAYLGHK
Bim-Bcl-XL: inhibitors of Bim-Bcl-XL interaction, human; hit rate 0.04% among 190,000; inhibition, % at 10 µM; Bim peptide-Bcl-XL binding, bead flow cytometry, fluorescence; Q07817
GSH fluor: GSH bead compound fluorescence profile | GSH beads flow cytometry, compound fluorescence 488/530 nm; stronger effect = higher value | fluorescence (KMESF) at 10 µM | hit rate 0.25% among 190,000; in the data active = fluorescence above about 89;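 note: glutathione beads carrying GST-tagged Bcl family fusion proteins plus one bare bead set; values are compound well signal with DMSO vehicle wells as background; inactives centre near 16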
RGS7-Gao reg: regulators of human RGS7-Galphao interaction | P09471 | Multiplexed bead flow cytometry, RGS7-Galphao binding; actives lie on both sides | hit rate 0.35% among 220,000 | binding response (% of control), % at 10 µM; in the data active = binding response below about 49% or above about 150%; inconclusive = no clear call, values can overlap the other calls; inactive = in between;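 note: fluorescent Galphao held in activated GDP-AlF4 state binding bead-coupled RGS7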
* = called active by the depositor; u = inconclusive; x = no result given. Cut-off read from the data, not from the text of the source, unless noted: active = inhibition above about 40%.

SMILES | RGS4-Gao reg | Avidin bead fluor | Bim-Bcl-W | ABCB1 inh | Bfl-1 Bim block | ABCG2 block | Bim-Bcl-B | Bim-Bcl-2 | Bim-Bcl-XL | GSH fluor | RGS7-Gao reg
CCn1c2ccccc2c2cc(NC(=O)C(C)C)ccc21 | 99 | 8 | 0 | 0.9 | 2 | 9 | -1 | 0 | -2 | 11 | 101
Cc1ccc(S(=O)(=O)N(C)C)cc1NC(=O)COC(=O)c1ccc2c(c1)OCO2 | 99 | 14 | -8 | 0.9 | -12 | 13 | -8 | -5 | -13 | 18 | 96
COc1cc(OC)cc(C(=O)N[C@@H](CCSC)c2nc3ccccc3[nH]2)c1 | 81 | 8 | 2 | 1.1 | -6 | 5 | -1 | -2 | 0 | 24 | 86
O=C(Oc1ccc(Br)cc1C(=S)N1CCCC1)c1ccccc1Cl | 101 | 10 | 0 | 1.3 | -8 | 7 | -6 | -9 | -13 | 27 | 99
C=CCOC(=O)C1=C[C@@H](c2ccccc2)C[C@@H](OCc2ccc(CO)cc2)O1 | 100 | 6 | 0 | 6.3 | -3 | 2 | 0 | -2 | -3 | 20 | 107
COC(C)(C)[C@H](O)COc1c2ccoc2cc2oc(=O)ccc12 | 100 | 10 | -3 | 0.2 | -1 | 0 | -3 | -3 | 0 | 18 | 101
Cc1ccccc1C(=O)Nc1ccc(N2CCOCC2)nc1 | 102 | 9 | 3 | 0.3 | -7 | 2 | -5 | -6 | -1 | 13 | 104
Cc1ccc(/C=N/c2sc3c(c2C#N)CCCCC3)o1 | 103 | 8 | 0 | 0.1 | -9 | 2 | -15 | -2 | 0 | 54 | 96
CCOc1ccccc1NC(=O)COC(=O)C(CC)c1ccccc1 (stereo unspecified) | 105 | 9 | -1 | 0.9 | -9 | 10 | -6 | -5 | -2 | 15 | u
c1ccc(-c2noc(C34CC5CC(CC(C5)C3)C4)n2)nc1 | 95 | 34 | -2 | 0.2 | -1 | 1 | 1 | -3 | -2 | 19 | 90
Cc1nc(-c2cccc(NC(=O)c3cccs3)c2)cs1 | 102 | 25 | -5 | 1.5 | -3 | 34 | -3 | -3 | -3 | 9 | 103
Cc1ccc(CSc2ccc(-c3ccco3)nn2)cc1 | 98 | 14 | -6 | -0.3 | -14 | -1 | -10 | -5 | -11 | 19 | 98
O=C(O)CSCCCC(=O)Nc1ccc(Br)cc1 | 102 | 14 | -6 | 0.1 | -27 | 2 | -13 | -6 | -12 | 31 | 100
O=C(N/N=C\c1ccc(Sc2ccccn2)o1)c1cccc(Br)c1 | 103 | 14 | 1 | 0.7 | -1 | 2 | 2 | 1 | 1 | 22 | 98
COC(=O)Cc1cc(=O)n(-c2nc3ccccc3[nH]2)[nH]1 | 102 | 28 | -2 | -0.2 | -1 | -1 | -4 | -5 | -5 | 14 | 102
O=C(Nc1cccc(CCc2ccccn2)c1)c1ccc(Cl)cc1 | 100 | 9 | 0 | 1.1 | -4 | 39 | 0 | -1 | 2 | 14 | u
c1cc2c3c(cccc3c1)C(N1CCCCCC1)=N2 | 101 | 16 | -1 | -0.2 | -18 | 3 | -9 | -7 | -9 | 37 | 102
COc1ccc(-c2c(C(C)=O)c(C)n(C)c2C)cc1 | 99 | 4 | -2 | 0.8 | 0 | 5 | -5 | 0 | -7 | 10 | 100
Cc1c(C=O)c2ccccc2n1CC(=O)NCc1ccc2c(c1)OCO2 | 99 | 13 | -2 | 0.5 | -4 | 4 | -5 | -4 | -1 | 9 | 98
CCOc1cc(/C=C/C(=O)OCC(=O)NC2CCS(=O)(=O)C2)ccc1OCc1ccccc1 (stereo unspecified) | 103 | 9 | -5 | -2.1 | 3 | 22 | 1 | -2 | -4 | 11 | 100
CCc1ccc(CC2(O)CC(C)N(C)CC2C)cc1 (stereo unspecified) | 102 | 11 | -1 | 0.9 | -1 | -2 | -1 | 3 | -4 | 21 | 102
CCn1c(SCc2nc3ccccc3s2)nnc1-c1ccccc1 | 106 | 10 | 0 | 0.7 | -12 | 2 | -8 | -5 | -4 | 12 | 104
CCOC(=O)c1ccc(NC(=S)Nc2cc(C)cc(C)n2)cc1 | 104 | 9 | -5 | 1.2 | -3 | 12 | -3 | -1 | -4 | 22 | 110
Cc1ccccc1NC(=O)N1C2CCC1CC(O)(c1cccnc1)C2 (stereo unspecified) | 101 | 31 | -2 | -0.1 | 0 | 0 | -3 | -2 | 0 | 12 | 96
Cc1cc(CNC(=O)c2ccc(C)c([N+](=O)[O-])c2)c2ccccc2n1 | 102 | 10 | 2 | 0.2 | 4 | 1 | 4 | -1 | 0 | 10 | u
Nc1nonc1N/N=C/c1c(O)ccc2ccccc12 | 103 | 21 | 0 | -0.2 | -1 | 0 | -6 | 0 | 0 | 12 | 102
Cc1cc(C)n(-c2cccc(F)n2)n1 | 103 | 14 | -1 | 0.1 | -3 | 3 | 0 | -1 | 0 | 10 | 105
Cn1c(=O)c(=O)n(C)c2cc(S(=O)(=O)N3CCc4ccccc43)ccc21 | 105 | 9 | -2 | 0.6 | -15 | 8 | 22 | -10 | -6 | 8 | 103
Cc1cccc(C)c1NC(=O)CCS(=O)(=O)c1cccc2nsnc12 | 102 | 5 | -1 | 0.8 | 5 | 1 | -31 | -3 | 7 | 24 | 117
FC(F)(F)c1cccc(OCCN2CCN(Cc3ccccc3)CC2)c1 | 105 | 13 | -3 | 0.5 | -16 | 11 | -5 | -13 | -5 | 21 | 105
COc1ccc(C(=O)Nc2ccc(NC(=O)c3ccco3)c(Cl)c2)cc1OC | 87 | 14 | -1 | 0.4 | 0 | 1 | 0 | -5 | -1 | 4 | 88
C#CC[N+]1(CC#Cc2cccc(C)c2)CCCCC1 | 100 | 13 | -1 | 0.3 | -2 | -1 | -3 | -1 | -3 | 13 | 102
Cn1c(=O)c2c(nc(NCCO)n2C)n(C)c1=O | 102 | 19 | 0 | 0.7 | -10 | 3 | -5 | -8 | -4 | 28 | 104
CC(C)Nc1nc(-c2ccccn2)nc(-c2ccccc2)c1C#N | 68 | 9 | 2 | 0.9 | -4 | 4 | -5 | 1 | -1 | 14 | 82
CCCCCCCCCC(=O)NNC(=O)c1c(O)c2ccccc2n(CCC)c1=O | 94 | 11 | -2 | 0.2 | -5 | 0 | 3 | -2 | -5 | 11 | 90
O=C(NC1CCCCCC1)C1c2ccccc2C(=O)N1Cc1ccco1 (stereo unspecified) | 101 | 12 | -2 | 0.5 | -14 | 0 | -12 | -13 | -17 | 36 | 99

Some of the entries so far, with values under each structure.
Values run as follows: RGS4-Gao reg | Avidin bead fluor | Bim-Bcl-W | ABCB1 inh | Bfl-1 Bim block | ABCG2 block | Bim-Bcl-B | Bim-Bcl-2 | Bim-Bcl-XL | GSH fluor | RGS7-Gao reg
COC(C)(C)[C@H](O)COc1c2ccoc2cc2oc(=O)ccc12
→ 100 | 10 | -3 | 0.2 | -1 | 0 | -3 | -3 | 0 | 18 | 101
Cc1ccccc1C(=O)Nc1ccc(N2CCOCC2)nc1
→ 102 | 9 | 3 | 0.3 | -7 | 2 | -5 | -6 | -1 | 13 | 104
Cc1ccc(/C=N/c2sc3c(c2C#N)CCCCC3)o1
→ 103 | 8 | 0 | 0.1 | -9 | 2 | -15 | -2 | 0 | 54 | 96
CCOc1ccccc1NC(=O)COC(=O)C(CC)c1ccccc1 (stereo unspecified)
→ 105 | 9 | -1 | 0.9 | -9 | 10 | -6 | -5 | -2 | 15 | u

Remaining list, next part.
SMILES | RGS4-Gao reg | Avidin bead fluor | Bim-Bcl-W | ABCB1 inh | Bfl-1 Bim block | ABCG2 block | Bim-Bcl-B | Bim-Bcl-2 | Bim-Bcl-XL | GSH fluor | RGS7-Gao reg
CCN(CC)CC(=O)Nc1ccc2c(c1)N(C(=O)CN(CC)CC)c1ccccc1CC2 | 107 | 6 | 2 | x | -13 | x | -3 | -2 | 2 | 17 | 102
O=C(c1cccc(Cl)c1)N1CCC(N2CCC(C(=O)N3CCOCC3)CC2)CC1 | 101 | 3 | -2 | 0.3 | -6 | 1 | 0 | -6 | -6 | 10 | 98
CCc1ccc(-c2nc(CN3CCCC(C(=O)O)C3)c(C)o2)cc1 (stereo unspecified) | 96 | 5 | -1 | 0.5 | -1 | 2 | -1 | 0 | -4 | 23 | 100
CCCCn1nnnc1SCC(=O)N1CCN(C(=O)c2ccco2)CC1 | 101 | 11 | 0 | -1.1 | -12 | 10 | -7 | -8 | -3 | 13 | 101
CC(=O)CC1(O)C(=O)N(CN2CCN(c3ccccc3)CC2)c2ccccc21 (stereo unspecified) | 97 | 4 | 1 | 0.0 | -12 | 0 | -4 | -2 | -1 | 27 | 97
Cc1cc(C)c(C(=O)/C=C/C=C/c2ccccc2)c(=O)[nH]1 | 101 | 17 | -2 | -0.9 | -7 | -5 | -14 | -3 | -6 | 14 | 99
CN(c1ccccc1)C(c1ccc(F)cc1)c1nnnn1CC1CCCO1 (stereo unspecified) | 100 | 40 | 0 | 0.7 | -3 | 4 | -2 | -4 | 0 | 16 | 96
O=C(CN1C(=O)NC2(CCCCCC2)C1=O)N1CCN(S(=O)(=O)c2ccc(Cl)cc2)CC1 | 99 | 49* | -6 | 0.2 | -2 | 2 | -2 | -8 | -1 | 22 | 107
CNc1ccc(Br)cc(C(=O)/C=C/c2ccc3c(c2)OCO3)c1=O | 96 | 6 | 12 | -0.6 | 16 | -3 | 2 | 12 | 8 | 53 | 97
CCOC(=O)CC1C(=O)NCCN1S(=O)(=O)c1ccccc1Cl (stereo unspecified) | 93 | 24 | 0 | 0.0 | -1 | 1 | -2 | -4 | -4 | 16 | 93
N/C(Cc1ccc([N+](=O)[O-])cc1)=N\OC(=O)COc1cccc2ccccc12 | 103 | 9 | 0 | -0.1 | 1 | 2 | -4 | 0 | -1 | 10 | 104
O=c1c[n+]([O-])c2ccccc2n1OCc1c(F)cccc1F | 102 | 44 | -5 | 1.6 | -19 | 75 | -15 | -13 | -12 | 27 | 105
Cc1nc(N2CCCCC2)sc1C(=O)c1cccc([N+](=O)[O-])c1 | 93 | 8 | 0 | 3.5 | -3 | 30 | -1 | 2 | 1 | 13 | 102
COCC(C)n1c(C)cc(C(=O)Cn2nc(C(=O)O)c3ccccc3c2=O)c1C (stereo unspecified) | 101 | 26 | -2 | 2.4 | -2 | 12 | -3 | 0 | 0 | 16 | 103
COc1cccc(-c2nn(C)c3sc(C(=O)NCc4ccco4)cc23)c1 | 102 | 11 | 2 | 1.2 | 0 | 6 | 0 | 0 | 1 | 14 | 99
O=C(CSc1nc2ccc(NC(=O)CSc3nnnn3Cc3ccccc3)cc2s1)Nc1ccccc1 | 111 | 5 | 7 | -0.6 | 2 | -2 | 2 | 9 | 5 | 62 | 113
COc1ccc(O)c(/C=N/N=C2/C(=O)Nc3ccccc32)c1 | 99 | 11 | 4 | 0.4 | 1 | 6 | 3 | -1 | 1 | 12 | u
O=C(Nc1nc2c(s1)CCCC2)c1ccc(Br)s1 | 106 | 35 | -3 | 0.4 | -1 | 2 | -4 | -1 | -2 | 29 | 105
COc1ccc(OC)c(-c2cc(C(=O)Nc3c(C)nn(Cc4ccccc4)c3C)no2)c1 | 103 | 26 | 1 | 3.5 | -15 | 55 | -5 | -11 | -2 | 24 | 99
COc1ccc(C(O)c2nc3ccccc3n2C)cc1OC (stereo unspecified) | 107 | 13 | -2 | 0.7 | -2 | 1 | 0 | -2 | 0 | 7 | 98

Screens (PubChem BioAssay)
